Source: PubChem BioAssay (ICCB-Longwood Screening Facility, Harvard Medical School)
Polio RdRp inh: inhibitors of poliovirus RNA polymerase binding and polymerization; poliovirus polymerase elongation, fluorescence polarization; stronger effect = lower value; % elongation, % (compound at 16.7 µg/mL); 150,000 tested, 0.66% active; in the data active = % elongation below about 90%; also: some results filed as inactive read as strong as hits
Target sequence (P03300 1749-2209 limits assumed): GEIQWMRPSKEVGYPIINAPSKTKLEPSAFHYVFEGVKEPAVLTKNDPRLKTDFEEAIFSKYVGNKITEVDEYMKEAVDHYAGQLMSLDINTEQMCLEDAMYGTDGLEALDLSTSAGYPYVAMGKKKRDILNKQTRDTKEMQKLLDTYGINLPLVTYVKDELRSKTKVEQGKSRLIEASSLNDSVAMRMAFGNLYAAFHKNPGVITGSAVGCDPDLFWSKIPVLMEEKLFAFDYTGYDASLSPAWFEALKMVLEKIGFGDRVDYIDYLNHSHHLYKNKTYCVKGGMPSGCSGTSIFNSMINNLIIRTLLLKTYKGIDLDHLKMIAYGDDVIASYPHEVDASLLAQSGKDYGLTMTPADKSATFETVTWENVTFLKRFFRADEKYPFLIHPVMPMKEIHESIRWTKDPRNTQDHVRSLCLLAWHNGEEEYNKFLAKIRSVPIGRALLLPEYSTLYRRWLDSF
Polio RdRp inh FP z-score: second read-out of Polio RdRp inh, no call of its own (marks repeat the call); z-score; measured here: FP z-score; hits read low
Active calls of the source: *. The list is partial, so the mix of outcomes need not match the whole.

`CCOc1ccccc1N(C)C(=O)C1CCCN(c2ncnc3c2nc2n3CCCCC2)C1` (stereo not given) gave Polio RdRp inh 110.0 and Polio RdRp inh FP z-score 0.9.
For COc1ccc(Br)cc1CNC(=O)c1ccc(N2C(=O)Cn3c(cc4sccc43)C2=O)cc1 the results were Polio RdRp inh 100.0 and Polio RdRp inh FP z-score -1.
`COc1cccc2cc(C(=O)Nc3ccccc3-c3nnn(CC(=O)NC(C)(C)C)n3)c(=O)oc12` gave Polio RdRp inh 106.0 and Polio RdRp inh FP z-score 0.3.
For Cc1ccc(SC(C)C(=O)Nc2ccccc2C#N)cc1C (stereo not given) the results were Polio RdRp inh 105.0 and Polio RdRp inh FP z-score 0.2.
COC(=O)C1C(=O)NC(SCC(=O)NCc2ccccc2)=C(C#N)C1c1ccccc1F (stereo not given) was read as Polio RdRp inh 104.0 and Polio RdRp inh FP z-score 0.7.
For C=CCNC(=O)C1CC2CCCC(C1)C2=O (stereo not given) the results were Polio RdRp inh 102.0 and Polio RdRp inh FP z-score 0.1.
For CCCNS(=O)(=O)c1ccc2c(c1)oc(=O)n2C the results were Polio RdRp inh 104.0 and Polio RdRp inh FP z-score 0.7.
For CC(=O)c1cccc(NC(=O)Nc2nnc(N3CCCC3)s2)c1 the results were Polio RdRp inh 101.0 and Polio RdRp inh FP z-score -1.3.
For Cc1cc(O)c2/c(=N\N)c(-c3csc(C)n3)coc2c1 the results were Polio RdRp inh 106.0 and Polio RdRp inh FP z-score 0.3.
For O=C(N/N=C/C=C/c1ccco1)c1cccs1 the results were Polio RdRp inh 102.0 and Polio RdRp inh FP z-score 0.2.
Screening CCOC(=O)c1ccc2c(c1)N(Cc1ccccc1)C(=O)c1ccccc1S2 returned Polio RdRp inh 104.0 and Polio RdRp inh FP z-score -0.9.
O=C(NCCC1=CCCCC1)c1sc2ccccc2c1Cl was read as Polio RdRp inh 100.0 and Polio RdRp inh FP z-score -0.1.
`COc1cccc(N2C(=O)NC(=O)C(CCc3ccncc3)(CCc3ccncc3)C2=O)c1` gave Polio RdRp inh 105.0 and Polio RdRp inh FP z-score 0.3.
Screening CCOc1ccc(C(=S)N2CCCC2)cc1 returned Polio RdRp inh 103.0 and Polio RdRp inh FP z-score 0.6.
COc1ccc(CN(C(=O)Nc2ccc(OC)cc2)C2CCN(C(C)=O)CC2)cc1 was read as Polio RdRp inh 105.0 and Polio RdRp inh FP z-score 1.6.
For COc1cccc(Cn2nnc3c(=O)[nH]c(C4CCN(C(=O)c5ccccc5)CC4)nc32)c1 the results were Polio RdRp inh 105.0 and Polio RdRp inh FP z-score 0.6.
Screening OC(c1ccccc1)c1nc2ccccc2n1Cc1c(F)cccc1Cl (stereo not given) returned Polio RdRp inh 111.0 and Polio RdRp inh FP z-score 0.7.
`NC(=O)CS(=O)(=O)c1ccc(Cl)cc1` gave Polio RdRp inh 101.0 and Polio RdRp inh FP z-score -0.1.
`Cc1ccc(N(C)S(=O)(=O)c2ccc3c(c2)CCCC(=O)N3)cc1` gave Polio RdRp inh 100.0 and Polio RdRp inh FP z-score -1.
Screening Cc1ccc2oc(=O)c(S(=O)(=O)c3ccc(F)cc3)cc2c1 returned Polio RdRp inh 106.0 and Polio RdRp inh FP z-score -0.3.
Screening CCc1cc2c(cc1C(=O)CCN1CCOCC1)OCCO2 returned Polio RdRp inh 102.0 and Polio RdRp inh FP z-score -0.2.
For CCCCCCCCCCC[C@@H](C[C@H]1OC(=O)[C@H]1CCCCCC)OC(=O)[C@@H](CC(C)C)NC=O the results were Polio RdRp inh 101.0 and Polio RdRp inh FP z-score 0.2.
For CSc1ccc(S(=O)(=O)NCCN2CCOCC2)cc1 the results were Polio RdRp inh 105.0 and Polio RdRp inh FP z-score 1.2.
Clc1ccc(-c2nnc(C3CCC(c4ccccc4)CC3)o2)cc1 (stereo not given) was read as Polio RdRp inh 100.0 and Polio RdRp inh FP z-score -0.3.
Screening O=C(OCC(=O)N1CCCc2ccccc21)c1ccccc1 returned Polio RdRp inh 103.0 and Polio RdRp inh FP z-score 0.6.
Screening O=C(CCC(=O)N1CCSc2ccccc21)NCc1ccccc1 returned Polio RdRp inh 106.0 and Polio RdRp inh FP z-score 0.7.
For CCOc1ccc2nc(NC(=O)c3cccn(Cc4ccccc4)c3=O)sc2c1 the results were Polio RdRp inh 106.0 and Polio RdRp inh FP z-score 0.1.
`CCOC(=O)c1scc(-c2ccccc2)c1S(=O)(=O)N1CCN(c2ccc(Cl)cc2)CC1` gave Polio RdRp inh 111.0 and Polio RdRp inh FP z-score 1.3.
Screening Cc1cccn2c(=O)c3cc(C(=O)NCC(C)C)sc3nc12 returned Polio RdRp inh 101.0 and Polio RdRp inh FP z-score -1.
O=C(c1ccc(Cl)c(S(=O)(=O)N2CCCC2)c1)N1CCc2ccccc21 was read as Polio RdRp inh 102.0 and Polio RdRp inh FP z-score 0.
CCOc1ccc2c(c1)sc1nc(=O)n(-c3ccccc3)c(=O)n12 was read as Polio RdRp inh 102.0 and Polio RdRp inh FP z-score 0.
Screening CC(C)Cc1cc(C(=O)Nc2cccc(Cl)c2)no1 returned Polio RdRp inh 100.0 and Polio RdRp inh FP z-score -0.2.
For Cc1cc(C(=O)Nc2cccc(C(F)(F)F)c2)on1 the results were Polio RdRp inh 104.0 and Polio RdRp inh FP z-score 0.7.
`Cc1nc(-c2n[nH]c(=S)o2)cs1` gave Polio RdRp inh 99.0 and Polio RdRp inh FP z-score -0.6.
`Cn1c(CSc2ccnc3cc(Cl)ccc23)nnc1SCC(=O)c1ccc(Cl)s1` gave Polio RdRp inh 102.0 and Polio RdRp inh FP z-score -0.1.
CCOc1ccccc1OCC(=O)OCC1CC1 was read as Polio RdRp inh 101.0 and Polio RdRp inh FP z-score -0.1.
Screening Cc1sc(NC(=O)C2COc3ccccc3O2)c(C(N)=O)c1C (stereo not given) returned Polio RdRp inh 106.0 and Polio RdRp inh FP z-score 1.5.
`CCCN(CCC)C(=O)Nc1cccc(F)c1` gave Polio RdRp inh 102.0 and Polio RdRp inh FP z-score 0.
CC1CCCCN1C(=O)Cn1c(=O)oc2ccccc21 (stereo not given) was read as Polio RdRp inh 102.0 and Polio RdRp inh FP z-score 0.4.
For COc1ccc(Br)cc1CNC(=O)C1CCN(C(=O)N(C)C)CC1 the results were Polio RdRp inh 103.0 and Polio RdRp inh FP z-score 0.5.

Among those listed so far, two have a cyano group:
For Cc1ccc(SC(C)C(=O)Nc2ccccc2C#N)cc1C (stereo not given) the results were Polio RdRp inh 105.0 and Polio RdRp inh FP z-score 0.2.
COC(=O)C1C(=O)NC(SCC(=O)NCc2ccccc2)=C(C#N)C1c1ccccc1F (stereo not given) was read as Polio RdRp inh 104.0 and Polio RdRp inh FP z-score 0.7.

Compounds listed so far that contain fluorine (5):
COC(=O)C1C(=O)NC(SCC(=O)NCc2ccccc2)=C(C#N)C1c1ccccc1F (stereo not given) was read as Polio RdRp inh 104.0 and Polio RdRp inh FP z-score 0.7.
Screening OC(c1ccccc1)c1nc2ccccc2n1Cc1c(F)cccc1Cl (stereo not given) returned Polio RdRp inh 111.0 and Polio RdRp inh FP z-score 0.7.
Screening Cc1ccc2oc(=O)c(S(=O)(=O)c3ccc(F)cc3)cc2c1 returned Polio RdRp inh 106.0 and Polio RdRp inh FP z-score -0.3.
For Cc1cc(C(=O)Nc2cccc(C(F)(F)F)c2)on1 the results were Polio RdRp inh 104.0 and Polio RdRp inh FP z-score 0.7.
`CCCN(CCC)C(=O)Nc1cccc(F)c1` gave Polio RdRp inh 102.0 and Polio RdRp inh FP z-score 0.

The list goes on:
CCOC(=O)c1sc2cccc(F)c2c1S(=O)(=O)N1CCN(c2cccc(Cl)c2)CC1 was read as Polio RdRp inh 102.0 and Polio RdRp inh FP z-score -0.9.
Screening COC(=O)c1ccccc1NC(=O)CSc1ncn[nH]1 returned Polio RdRp inh 107.0 and Polio RdRp inh FP z-score 0.7.
Screening Cc1cc(Cl)ccc1OCc1cc(=O)n2c3c(sc2n1)CCCC3 returned Polio RdRp inh 113.0 and Polio RdRp inh FP z-score 1.3.
`O=c1cc(CSc2ccc(Cl)cc2)[nH]c(=S)[nH]1` gave Polio RdRp inh 99.0 and Polio RdRp inh FP z-score -0.7.
`CN1/C(=C/P(=O)(N(C)C)N(C)C)C(C)(C)c2ccccc21` gave Polio RdRp inh 104.0 and Polio RdRp inh FP z-score 0.3.
Screening CC1CCCC(C)N1CCCNc1ccc2nnc(-c3ccccc3)n2n1 (stereo not given) returned Polio RdRp inh 101.0 and Polio RdRp inh FP z-score -0.6.
O=C(CCN1C(=O)COc2ccccc21)NCc1ccccc1 was read as Polio RdRp inh 99.0 and Polio RdRp inh FP z-score -1.6.
O=C(CCn1c(=S)oc2ccccc21)NN1CCOCC1 was read as Polio RdRp inh 100.0 and Polio RdRp inh FP z-score -1.1.
`CN1CCN(CCNC(=O)C2c3ccccc3C(=O)N(C3CCCC3)C2c2cccs2)CC1` (stereo not given) gave Polio RdRp inh 104.0 and Polio RdRp inh FP z-score 1.2.
`Cc1ccc2c(c1)C(C(=O)O)=Cc1ccccc1O2` gave Polio RdRp inh 99.0 and Polio RdRp inh FP z-score -0.7.
For CCOc1ccc(CCNC(=O)c2ccc3c(Cl)c4c(nc3c2)CCCC4)cc1 the results were Polio RdRp inh 103.0 and Polio RdRp inh FP z-score 0.
`COc1ccc(-c2cnnn2-c2ccc(NC(=O)c3ccccc3C(F)(F)F)cc2)cc1OC` gave Polio RdRp inh 101.0 and Polio RdRp inh FP z-score -0.4.
`Cc1nnc(SCC(=O)NC2CCCCCC2)[nH]c1=O` gave Polio RdRp inh 138.0 and Polio RdRp inh FP z-score 4.6.
O=C1Nc2ccccc2/C1=N\N1C(=O)C2C=CC=CC2C1=O (stereo not given) was read as Polio RdRp inh 94.0 and Polio RdRp inh FP z-score -0.9.
O=S1(=O)CC=C(CBr)C1 was read as Polio RdRp inh 99.0 and Polio RdRp inh FP z-score -0.8.
`CCCC(=O)N1CCN(c2nc3ccc(F)cc3s2)CC1` gave Polio RdRp inh 99.0 and Polio RdRp inh FP z-score -2.
For O=C(O)CN1C(=O)CCS(=O)(=O)c2ccccc21 the results were Polio RdRp inh 104.0 and Polio RdRp inh FP z-score 0.7.
`CCSc1cc(C)nc2ncnn12` gave Polio RdRp inh 101.0 and Polio RdRp inh FP z-score 0.4.
For Cc1ccc2oc(=O)c(-c3nc(-c4cccs4)no3)cc2c1 the results were Polio RdRp inh 117.0 and Polio RdRp inh FP z-score 0.2.
`COc1ccc(NC(=O)CCCN2C(=O)CCn3nc(-c4cn(C)c5ccccc45)cc32)cc1` gave Polio RdRp inh 104.0 and Polio RdRp inh FP z-score -0.6.
`O=S(=O)(c1ccccc1)N1CCN(CCO)CC1` gave Polio RdRp inh 98.0 and Polio RdRp inh FP z-score -0.5.
CCCn1c2ccccc2c2cnn(CC(=O)NCCOC)c(=O)c21 was read as Polio RdRp inh 101.0 and Polio RdRp inh FP z-score -0.5.
For COc1cc(OC)c(NC(=O)Cn2c(=O)c(C(F)(F)F)nc3ccccc32)cc1Cl the results were Polio RdRp inh 104.0 and Polio RdRp inh FP z-score -0.6.
`COc1ccccc1NC(=O)Cn1c(SCC(=O)N(C)c2ccccc2)nc2ccccc21` gave Polio RdRp inh 103.0 and Polio RdRp inh FP z-score -0.5.
Screening CC1CCCN(C(=O)CN2C3CCC2CC(O)(c2cccnc2)C3)C1 (stereo not given) returned Polio RdRp inh 104.0 and Polio RdRp inh FP z-score 0.8.
`O=C(CNS(=O)(=O)c1cccs1)NC(c1ccccc1)c1ccccc1` gave Polio RdRp inh 98.0 and Polio RdRp inh FP z-score -0.3.
For O=C(N1CCCc2ccccc21)N1c2ccccc2Sc2ccccc21 the results were Polio RdRp inh 101.0 and Polio RdRp inh FP z-score -0.1.
Screening CCCn1ccc2c(OCC(=O)Nc3ccccc3OCC)cccc2c1=O returned Polio RdRp inh 98.0 and Polio RdRp inh FP z-score -2.1.
For Cc1ccc(NC(=O)CC2C(=O)Nc3ccccc3N2C(C)C(=O)N2CCCCC2)c(C)c1 (stereo not given) the results were Polio RdRp inh 110.0 and Polio RdRp inh FP z-score 0.2.
`Cc1ccc(S(=O)(=O)c2nnn3c2nc(N2CCC(C(N)=O)CC2)c2cc(Cl)ccc23)cc1C` gave Polio RdRp inh 98.0 and Polio RdRp inh FP z-score -2.
`CCNS(=O)(=O)c1ccc(NC(=O)c2c(-c3ccccc3)noc2C)cc1` gave Polio RdRp inh 108.0 and Polio RdRp inh FP z-score 3.1.
For Cc1cc(C(=O)Nc2cccc(COC(=O)c3cc(C)on3)c2)no1 the results were Polio RdRp inh 103.0 and Polio RdRp inh FP z-score 0.6.
CCOC(=O)c1oc2ccccc2c1NC(=O)CC was read as Polio RdRp inh 102.0 and Polio RdRp inh FP z-score 0.7.
`Cc1nnc(SCC(=O)Nc2ccc(Br)cc2)[nH]c1=O` gave Polio RdRp inh 95.0 and Polio RdRp inh FP z-score -3.1.
Screening Cc1cccc(OCc2nnc(SCC(=O)N3c4ccccc4CCc4ccccc43)o2)c1 returned Polio RdRp inh 101.0 and Polio RdRp inh FP z-score 0.
Screening CCCN1CCc2c(sc(NC(=S)NC(=O)c3ccccc3)c2C#N)C1 returned Polio RdRp inh 70.0 and Polio RdRp inh FP z-score -7.8.
Screening O=c1[nH]c2ccccc2n1CCCSc1ncnc2ccccc12 returned Polio RdRp inh 98.0 and Polio RdRp inh FP z-score -0.7.
Screening CC1(C)N(O)C2=C(N=O)CCC(N=O)=C2N1O returned Polio RdRp inh 101.0 and Polio RdRp inh FP z-score 0.5.
Screening CCOC(=O)c1[nH]c(C)c(S(=O)(=O)NC2CCCCNC2=O)c1C (stereo not given) returned Polio RdRp inh 105.0 and Polio RdRp inh FP z-score 1.2.
For CCCCn1nc(C)c(C(=O)O)c1Cl the results were Polio RdRp inh 104.0 and Polio RdRp inh FP z-score 0.
For O=C(COc1ncnc2c1cnn2-c1ccccc1)N1CCc2ccccc21 the results were Polio RdRp inh 102.0 and Polio RdRp inh FP z-score 0.
For COc1cc(Nc2nc3ccc(Cl)cc3nc2-n2nc(C)cc2C)cc(OC)c1 the results were Polio RdRp inh 107.0 and Polio RdRp inh FP z-score 0.4.
For CC1CCN(CN2C(=O)CCC2=O)CC1 the results were Polio RdRp inh 100.0 and Polio RdRp inh FP z-score -0.4.
